# SMARCA2 act: increases SMARCA2 function in MMTV reporter cells; activation, % at 9.1 µM; 1% of 370,000 active; MG213 cells, MMTV-luciferase reporter, dexamethasone, overnight; AID 652017; in the data active = activation above about 7.8%;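 also: 0% = vehicle wells and 100% = reference activator wells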
# hgDAF12 agonist: agonists of H. glycines DAF-12 nuclear receptor; HEK293 GAL4-hgDAF12 UAS-luciferase reporter, agonist luminescence; normalized to butyrate control; activation, % at 6.8 µM; 1.8% of 370,000 active;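 active = activation above a cutoff set at the mean of all screened compounds plus 3 SD, cut at about 10% in these data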;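 also: 0% = DMSO wells and 100% = sodium butyrate wells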
# hcDAF12 agonist: activators of H. contortus DAF-12 nuclear receptor. AID 652067. activation, % at 6.8 µM. HEK293 hcDAF-12 lit1-tk-luc reporter, luminescence; 0% DMSO, 100% Δ7-dafachronic acid. 1.4% of 370,000 active;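 active = activation above the mean of all tested compounds plus 3 SD, cut at about 5.5% in these data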;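 also: 100% = response to 3 µM Δ7-dafachronic acid high control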
# ssDAF12 agonist: S. stercoralis DAF-12 activation, primary screen. HEK293 ssDAF-12/GRIP1 lit1-tk-luc reporter, luminescence; % of 3 µM dafachronic acid response. activation, % at 6.8 µM. 1% of 370,000 active;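 active = activation above the mean over all tested compounds plus 3 SD, cut at about 0.9% in these data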;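 also: 0% = DMSO-only wells and 100% = 3 µM delta7-dafachronic acid wells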
# DAX1 inh-1: inhibits human nuclear receptor DAX1 | HEK293 Gal4-DAX1 luciferase reporter, luminescence | inhibition, % at 6.75 µM | 0.99% of 340,000 active | AID 504766;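 active = inhibition above the mean over all tested compounds plus 3 SD, cut at about 4.2% in these data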;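 also: 0% = DAX1-transfected cells with DMSO and 100% = empty-vector control cells with DMSO; inhibition shows as a rise in luminescence from relieved DAX1 repression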
# GC-A act: GC-A (human) enzyme activation; AID 1671463; P16066; HEK293 GC-A cells, cGMP TR-FRET, EC30 ANP; 0% at EC30 ANP, 100% saturating ANP; 0.14% of 370,000 active; activation, % at 10 µM; in the data active = activation above about 40%
# Target sequence (P16066 whole entry, looked up): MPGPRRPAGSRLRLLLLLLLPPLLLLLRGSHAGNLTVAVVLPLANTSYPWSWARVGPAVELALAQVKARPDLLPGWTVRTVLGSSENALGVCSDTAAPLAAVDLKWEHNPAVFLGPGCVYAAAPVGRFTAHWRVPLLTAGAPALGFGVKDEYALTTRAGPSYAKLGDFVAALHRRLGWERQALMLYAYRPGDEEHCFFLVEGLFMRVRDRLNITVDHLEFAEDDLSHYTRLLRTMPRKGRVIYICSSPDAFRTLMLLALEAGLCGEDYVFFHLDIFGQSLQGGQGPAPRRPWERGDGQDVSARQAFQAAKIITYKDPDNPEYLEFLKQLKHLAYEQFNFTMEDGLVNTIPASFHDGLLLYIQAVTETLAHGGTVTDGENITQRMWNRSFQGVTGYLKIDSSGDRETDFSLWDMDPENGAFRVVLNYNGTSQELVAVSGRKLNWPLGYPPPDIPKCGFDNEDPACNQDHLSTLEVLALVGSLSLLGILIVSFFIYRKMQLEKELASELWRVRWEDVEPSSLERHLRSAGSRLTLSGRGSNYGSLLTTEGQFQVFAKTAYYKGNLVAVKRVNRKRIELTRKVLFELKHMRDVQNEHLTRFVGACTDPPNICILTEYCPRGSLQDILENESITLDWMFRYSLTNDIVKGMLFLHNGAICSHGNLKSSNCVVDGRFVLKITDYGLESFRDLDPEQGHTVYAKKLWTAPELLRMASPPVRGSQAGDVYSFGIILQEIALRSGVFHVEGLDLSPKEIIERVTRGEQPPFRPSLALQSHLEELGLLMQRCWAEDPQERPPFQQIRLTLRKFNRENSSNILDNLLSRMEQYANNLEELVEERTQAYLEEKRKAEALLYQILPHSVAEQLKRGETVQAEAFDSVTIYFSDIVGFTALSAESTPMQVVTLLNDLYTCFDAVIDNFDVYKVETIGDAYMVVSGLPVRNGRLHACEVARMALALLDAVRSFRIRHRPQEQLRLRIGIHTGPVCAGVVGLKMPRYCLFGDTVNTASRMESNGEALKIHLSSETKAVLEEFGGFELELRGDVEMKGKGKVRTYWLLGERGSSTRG
# PG9 Ab binder: PG9 antibody binding by small molecule | 0.43% of 360,000 active | TR-FRET gp120-PG9 antibody binding | inhibition, % at 6.7 µM | AID 624416; in the data active = inhibition above about 8.5%
# ADAM17 inh: inhibits human ADAM17. recombinant ADAM17, EDANS/DABCYL FRET peptide cleavage. inhibition, % at 6.95 µM. 0.83% of 370,000 active;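 active = inhibition above the mean of compounds lying between control limits plus 3 SD, set per campaign, cut at about 8.5% in these data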;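 also: 0% = DMSO-only wells as the low control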
# DAX1 inh-2: blocks DAX1 repression of SF-1 activated StAR promoter; inhibition, % at 6.8 µM; HEK293T StAR-luciferase reporter, SF-1/DAX-1 repression relief; AID 652010; 1.1% of 370,000 active;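 active = inhibition above the mean over all tested compounds plus 3 SD, cut at about 3.6% in these data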;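 also: 0% = DAX-1 cells with DMSO and 100% = cells lacking DAX-1 with DMSO; higher inhibition means more luminescence from relief of DAX-1 repression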
# ADAM10 inh: inhibitors of human ADAM10; O14672; recombinant ADAM10, EDANS/DABCYL FRET peptide cleavage, 3 h; inhibition, % at 7 µM; 0.62% of 370,000 active; AID 720582;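 active = inhibition above a per-campaign cutoff equal to the mean of compounds falling between control-based bounds plus 3 SD, cut at about 20% in these data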;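 also: 0% = DMSO wells while the 100% control is not disclosed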
# FXN GAA850 act: activators of GAA850 frataxin (FXN) promoter | 0.56% of 360,000 active | AID 540364 | HEK293 lucGAA850 FXN promoter luciferase reporter, 24 h; percent of 10 µM SAHA response | activation, % at 6 µM;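 active = activation above the average of all compounds screened plus 3 SD, cutoff fixed separately per campaign, cut at about 7.5% in these data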;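 also: 0% = DMSO wells and 100% = 10 µM SAHA wells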
# * = called active by the depositor; · = not tested or not shown. Compounds were not picked by outcome. About 6.8% of those tested had a hit in this group.
SMILES,SMARCA2 act,hgDAF12 agonist,hcDAF12 agonist,ssDAF12 agonist,DAX1 inh-1,GC-A act,PG9 Ab binder,ADAM17 inh,DAX1 inh-2,ADAM10 inh,FXN GAA850 act
O=C(OCC(=O)c1ccccc1Br)c1ccccn1,-2,-0.7,0.3,-1.1,0.3,1,-1.3,-1,1.2,12,0.0
O=C(O)c1cccc(N2C(=O)C=CC2=O)c1,4,0.6,0.5,-1.1,-0.1,4,-0.1,-9,0.3,-35,0.9
O=C(Nc1nnc(-c2ccccc2)s1)c1cccc(S(=O)(=O)N2CCOCC2)c1,-3,0.9,0.6,-0.9,-0.7,-2,2.0,-5,0.5,8,-2.0
O=C(Nc1ccc(F)cc1)c1cc(-c2ccccn2)nc2c(Cl)cccc12,0,3.2,0.1,0.3,-0.9,25,18*,-5,1.2,-11,-1.1
O=C1CCCN1CCCNc1nc2c(S(=O)(=O)c3ccc(Br)cc3)nnn2c2ccccc12,-2,-0.5,-1.0,-1.0,0.2,11,1.5,-1,-0.7,-2,1.4
COC(=O)c1ccc(NC(=O)COc2ccccc2OC)cc1,2,-1.4,-1.0,-0.4,-0.9,-6,-1.8,-3,0.2,-21,0.2
C[C@@H](NC(=O)C[C@H]1CC[C@H]2[C@@H](COc3ccc(NC(=O)Nc4ccccc4)cc3C(=O)N2C)O1)c1ccccc1,-6,0.2,-1.6,-1.2,·,4,·,-9,0.9,1,·
COC(=O)c1ccc(CSc2nc3ccccc3s2)o1,14*,5.7,-0.4,-0.6,0.0,·,-1.2,0,1.5,-2,5.2
Cn1cc(S(=O)(=O)NC[C@H]2O[C@@H](n3cnc4c(N)ncnc43)[C@H](O)[C@@H]2O)cn1,-3,3.2,-0.2,-0.7,-0.4,2,0.0,-2,1.3,-7,0.4
Cc1occc1C(=O)NNC(=O)c1ccccc1F,4,3.5,0.7,-0.7,3.0,3,0.7,3,0.5,8,3.3
O=S1(=O)CCO[C@H]2Cc3ccccc3[C@H]2N1Cc1cccc(C(F)(F)F)c1,2,0.2,-1.7,-1.7,0.1,-3,-2.8,5,-0.7,10,2.4
N/C(=N\OC(=O)Cc1ccccc1)c1ccccn1,4,12*,0.4,-0.6,0.1,2,-1.4,-2,0.9,1,3.5
CCc1cccc(C)c1NC(=O)CN(C)S(=O)(=O)c1ccc(-c2ccc(=O)[nH]n2)s1,0,0.3,-0.8,-1.3,-0.2,-6,-1.2,-5,0.0,-5,4.0
O=C(c1ccccc1)[C@H]1CC=CC[C@H]1C(=O)O,-1,-1.7,-1.2,-1.1,-0.6,3,-1.8,-5,-0.1,-15,-0.5
Fc1ccc(NC(=S)Nc2cccnc2)cc1,0,1.0,-0.1,-1.3,0.8,4,0.7,-1,0.3,-4,-0.9

# Rewritten with values under each structure: seven of the compounds above
# Values run as follows: SMARCA2 act	hgDAF12 agonist	hcDAF12 agonist	ssDAF12 agonist	DAX1 inh-1	GC-A act	PG9 Ab binder	ADAM17 inh	DAX1 inh-2	ADAM10 inh	FXN GAA850 act
> O=C(Nc1nnc(-c2ccccc2)s1)c1cccc(S(=O)(=O)N2CCOCC2)c1
 : -3	0.9	0.6	-0.9	-0.7	-2	2.0	-5	0.5	8	-2.0
> O=C(Nc1ccc(F)cc1)c1cc(-c2ccccn2)nc2c(Cl)cccc12
 : 0	3.2	0.1	0.3	-0.9	25	18*	-5	1.2	-11	-1.1
> O=C1CCCN1CCCNc1nc2c(S(=O)(=O)c3ccc(Br)cc3)nnn2c2ccccc12
 : -2	-0.5	-1.0	-1.0	0.2	11	1.5	-1	-0.7	-2	1.4
> COC(=O)c1ccc(NC(=O)COc2ccccc2OC)cc1
 : 2	-1.4	-1.0	-0.4	-0.9	-6	-1.8	-3	0.2	-21	0.2
> C[C@@H](NC(=O)C[C@H]1CC[C@H]2[C@@H](COc3ccc(NC(=O)Nc4ccccc4)cc3C(=O)N2C)O1)c1ccccc1
 : -6	0.2	-1.6	-1.2	·	4	·	-9	0.9	1	·
> COC(=O)c1ccc(CSc2nc3ccccc3s2)o1
 : 14*	5.7	-0.4	-0.6	0.0	·	-1.2	0	1.5	-2	5.2
> Cn1cc(S(=O)(=O)NC[C@H]2O[C@@H](n3cnc4c(N)ncnc43)[C@H](O)[C@@H]2O)cn1
 : -3	3.2	-0.2	-0.7	-0.4	2	0.0	-2	1.3	-7	0.4

# (listing goes on)
SMILES,SMARCA2 act,hgDAF12 agonist,hcDAF12 agonist,ssDAF12 agonist,DAX1 inh-1,GC-A act,PG9 Ab binder,ADAM17 inh,DAX1 inh-2,ADAM10 inh,FXN GAA850 act
CC1=NN(c2ccc(Br)cc2)C(=O)/C1=C/c1ccc(-c2ccccc2C(=O)O)o1,0,0.9,-1.7,-0.9,-1.0,6,-1.8,-2,0.0,1,1.8
COc1ccc(/C=C/C(=O)NCC(=O)N/N=C(/C)c2ccc(Cl)cc2)cc1,-2,0.6,-0.8,-1.2,0.0,4,0.7,-1,-1.4,-2,-0.6
N#C/C(=C\c1ccc(Cl)s1)C(=O)N1CCN(c2ccccc2)CC1,-2,-0.3,1.1,-1.1,0.2,1,-0.4,-1,0.1,-5,2.8
CCOc1cc(N2CCOCC2)c(OCC)cc1NC(=O)c1ccc(OC(C)C)cc1,2,0.1,-1.2,-1.6,1.8,1,-0.5,-1,-0.1,5,3.4
C/C(N)=C(/C#N)C(=O)COC(=O)C(c1ccccc1)c1ccccc1,0,2.4,-0.8,-1.1,0.2,3,-0.1,1,-0.1,0,-0.6
Cc1nc(CS(=O)c2ccc(Cl)cc2)cc(N2CCOCC2)n1 (configuration not stated),1,2.2,-1.5,-0.9,0.2,-2,-2.1,0,0.3,5,0.4
CCSc1nc2ccccc2n1Cc1ccccc1F,-4,-1.9,-1.7,-1.2,0.0,12,-0.6,-5,0.0,-1,0.0
CCOC(=O)C(=O)NCC(c1ccco1)S(=O)(=O)c1cccs1 (configuration not stated),-1,-1.4,0.5,-1.0,1.2,2,-0.6,-7,-0.1,-2,-2.0
CCCC[n+]1ccn(-c2nc3ccccc3nc2[N-]S(=O)(=O)c2ccc(Br)cc2)c1,-3,-1.2,0.3,-0.5,-0.2,-2,-1.0,-12,0.2,-64,0.5
CCN(CC(=O)Nc1c(F)cccc1F)C(=O)Cc1csc(-c2ccccc2)n1,1,-2.1,-0.7,-1.2,0.3,4,-1.5,-2,-0.7,2,0.8
CCN(Cc1cc2ccccc2[nH]c1=O)C(=O)c1cccc([N+](=O)[O-])c1,-2,4.9,-0.3,-1.8,·,0,-1.6,-2,-0.6,-4,·
COc1ccc(Cc2nnc(-c3ccc(F)cc3)o2)cc1OC,-2,-0.9,-0.8,-0.9,-0.3,-1,-1.3,-1,-1.6,-8,-0.8
CCN1CCN(c2ccc(S(=O)(=O)N3CCCCC3)cc2NC(=O)CC(C)c2ccccc2)CC1 (configuration not stated),-2,0.7,-1.3,-1.1,-0.6,3,-3.0,-3,2.2,4,-2.1
O=C1C2C3C=CC(C4CC34)C2C(=O)N1/N=C/c1ccc(-c2ccccc2[N+](=O)[O-])o1 (configuration not stated),4,-3.6,-0.3,-0.9,-1.6,1,-0.5,-2,-1.6,1,-16
O=C(Nc1cccc(C(F)(F)F)c1)NC1CCN(S(=O)(=O)c2ccc(F)cc2)CC1,0,2.6,0.9,-1.0,-1.5,-12,0.0,-3,-0.8,-3,-2.0
COC(=O)c1sc2nc(C)nc(SCC(=O)Nc3sccc3C(N)=O)c2c1C,1,-0.3,1.1,-1.3,-0.7,5,-0.3,3,-2.0,1,2.0
COc1cccc(C(C)(O)c2nc(-c3cncnc3)cs2)c1 (configuration not stated),4,-1.0,-1.1,-1.4,·,0,-0.1,-1,-0.6,-4,0.0
CCCOC(=O)c1ccc(NC(=O)Cc2cccs2)cc1,1,8.4,1.6,0.4,1.0,-3,1.3,-2,-0.1,-4,3.3
COc1cccc(-c2nnc(SCC(=O)Nc3cc(C)on3)n2C)c1,1,-1.9,-1.2,-1.6,-0.2,-3,-2.1,-6,0.0,-2,0.7
COCC(C)n1c(SCc2nc3ccccc3c(=O)[nH]2)nc2ccccc2c1=O (configuration not stated),-1,-1.7,-1.4,-2.0,-1.2,-6,0.2,-7,-0.8,-17,-0.1
CCOc1ccc(/C=C2\SC(=S)N(CC(=O)NCCCN3CCOCC3)C2=O)cc1,2,8.2,0.4,-0.6,1.6,4,-2.8,-3,0.1,-7,2.4
CC1(C)Cc2nc3[nH]c(=S)n(-c4ccccc4)c(=O)c3cc2CO1,-3,-3.0,-1.5,-1.2,0.5,-1,0.5,1,-0.7,-2,1.1
CCN(CC)S(=O)(=O)c1ccc(N2CCCC2)c(NS(=O)(=O)c2ccccc2)c1,-1,0.3,-0.7,-1.8,-1.2,1,-3.3,-4,-0.3,-1,-2.1
COc1ccc(NC(=O)COC(=O)CNS(=O)(=O)c2ccccc2)cc1OC,-2,-0.7,-0.4,-1.0,-0.7,2,-0.9,-1,-0.2,9,0.2
Oc1oc(C=Nc2ccc(F)cc2F)c2ccccc12,-3,-0.9,-1.5,-1.0,1.3,2,-0.3,-5,0.2,-8,1.4
CC(C)C(=O)NS(=O)(=O)c1ccc(N)cc1,1,-0.4,0.9,-1.1,-0.5,2,-0.1,-1,0.0,-1,2.3
CCCCN(C(=O)COC(=O)CSc1cc(C)c2ccccc2n1)c1c(N)n(CCC)c(=O)[nH]c1=O,-2,-1.2,-1.0,-1.3,0.7,0,0.1,2,-0.1,15,-0.6
CCOc1ccc(-n2c(=O)c3sccc3n(CC(=O)NC3CCCCC3)c2=O)cc1,-2,-1.3,0.0,-0.7,0.1,-1,-1.8,1,0.0,8,-0.6
S=C(NCc1ccco1)Nc1ccccn1,2,1.4,0.2,-0.8,-0.7,-1,0.0,-2,0.4,-2,-0.7
CC1(C)CC(=O)C2=C(C1)Oc1ncn(Cc3ccco3)c(=N)c1C2c1ccccc1 (configuration not stated),-3,-1.7,0.1,-1.7,-0.7,-1,2.9,2,-0.5,3,-3.4

# Sorted by molecular weight (ascending): three of the compounds above
SMILES,SMARCA2 act,hgDAF12 agonist,hcDAF12 agonist,ssDAF12 agonist,DAX1 inh-1,GC-A act,PG9 Ab binder,ADAM17 inh,DAX1 inh-2,ADAM10 inh,FXN GAA850 act
CC1(C)CC(=O)C2=C(C1)Oc1ncn(Cc3ccco3)c(=N)c1C2c1ccccc1 (configuration not stated),-3,-1.7,0.1,-1.7,-0.7,-1,2.9,2,-0.5,3,-3.4
COCC(C)n1c(SCc2nc3ccccc3c(=O)[nH]2)nc2ccccc2c1=O (configuration not stated),-1,-1.7,-1.4,-2.0,-1.2,-6,0.2,-7,-0.8,-17,-0.1
CCN(CC)S(=O)(=O)c1ccc(N2CCCC2)c(NS(=O)(=O)c2ccccc2)c1,-1,0.3,-0.7,-1.8,-1.2,1,-3.3,-4,-0.3,-1,-2.1

# Assay outcomes (PubChem BioAssay)
